RGS4 inhibitor: human RGS4 inhibition; Transcreener GDP fluorescence polarization, RGS4-accelerated GTP hydrolysis; 0.039% of 390,000 active; P49798; Potency, µM (top dose mostly 114 µM), inactives show at the top dose activity change, negative = inhibition, usual class: inhibitors; further: on the % scale 0 is the no-effect control and ±100 the full control effect; nearly all actives have a fitted effect of over 75% in size; some results filed as inactive show a strong effect at the top dose
Target sequence (P49798 whole entry, looked up): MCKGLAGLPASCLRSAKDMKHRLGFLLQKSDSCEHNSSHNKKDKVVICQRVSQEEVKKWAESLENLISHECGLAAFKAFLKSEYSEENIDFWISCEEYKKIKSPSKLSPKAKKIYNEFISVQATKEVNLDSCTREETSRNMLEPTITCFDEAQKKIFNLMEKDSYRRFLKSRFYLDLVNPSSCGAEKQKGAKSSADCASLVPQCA
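MLSMR compounds (23 nl, pin-transferred) preincubated 10 min at room temperature with a 500nM (2x) first reagent, then RGS4 at 900nM (2x) plus Transcreener GDP mix added; fluorescence polarization (620/688 nm) read before and after 90 min at 30 °C.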
ERG-DNA inh: ERG Ets/DNA interaction inhibition | 0.028% of 370,000 active | P11308 | fluorescence polarization, His-ERG Ets domain / labelled DNA | Potency, µM (doses to about 76.9 µM), for the others: at the top dose FP activity, negative = inhibition, usual class: inhibitors | AID 624246; active means well fitted inhibition curve with a large enough effect in the polarisation, with a control signal flat; inconclusive means small, poorly fitted or top-dose-only effect, or effect the other way, or a change in a side signal; inactive means no such curve, though single readings can be large or run the other way; the % refers to the polarisation;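 further: polarization taken with two DNA probes labelled with fluorescein and Texas red; % of control where 0% means no effect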
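His-tagged ERG Ets domain (1 uM in the protein solution; 300mM KCl, 50mM Tris-HCl, 1mM EDTA, 1mM DTT, pH 7.5) received compound, then a probe mix of 5 nM fluorescein-DNA and 100nM Texas-615-DNA. Fluorescence polarization was read for both dyes.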
12-LOX inh: blocks human arachidonate 12S-lipoxygenase; purified 12hLO, xylenol orange hydroperoxide absorbance; AID 1671190; 1.1% of 580,000 active; Potency, µM (doses to about 108 µM), without a hit: top-dose activity change, negative = inhibition, most hits filed as inhibitors; P18054; further: on the % scale 0 is the no-effect control and ±100 the full control effect
Target sequence (P18054 whole entry, looked up): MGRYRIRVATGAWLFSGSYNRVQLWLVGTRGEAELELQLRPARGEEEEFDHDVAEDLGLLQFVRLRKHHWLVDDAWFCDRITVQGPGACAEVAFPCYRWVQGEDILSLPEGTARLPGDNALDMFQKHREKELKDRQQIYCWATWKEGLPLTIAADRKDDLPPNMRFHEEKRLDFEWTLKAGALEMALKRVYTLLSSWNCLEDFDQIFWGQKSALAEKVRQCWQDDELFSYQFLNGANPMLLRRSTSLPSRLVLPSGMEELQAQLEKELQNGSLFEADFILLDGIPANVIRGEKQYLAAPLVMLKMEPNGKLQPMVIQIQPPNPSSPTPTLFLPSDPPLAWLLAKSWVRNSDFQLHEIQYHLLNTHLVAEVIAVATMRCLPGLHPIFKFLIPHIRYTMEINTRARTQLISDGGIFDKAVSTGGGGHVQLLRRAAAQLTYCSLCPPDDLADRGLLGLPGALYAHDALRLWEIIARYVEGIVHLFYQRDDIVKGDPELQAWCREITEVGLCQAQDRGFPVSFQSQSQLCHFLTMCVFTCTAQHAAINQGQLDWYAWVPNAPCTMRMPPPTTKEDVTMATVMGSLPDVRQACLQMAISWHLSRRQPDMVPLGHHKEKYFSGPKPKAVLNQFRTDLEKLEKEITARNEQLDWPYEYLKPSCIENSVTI
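Purified human 12hLO at 150 nM in 25 mM Hepes, 0.01% Triton X-100, pH 7.0, preincubated 15 min at room temperature with compound. Reaction started with 40 uM arachidonic acid, 30 min at room temperature. Hydroperoxide measured by Fe-xylenol orange, 573/405 nm absorbance ratio.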
JMJD2A Tudor: inhibitors of human JMJD2A Tudor domain | O75164 | AlphaScreen JMJD2A-Tudor / H3K4me3 peptide binding | Potency, µM (doses to about 114 µM), for inactives: at the top dose activity change, negative = inhibition, actives largely listed as inhibitors | 4.4% of 390,000 active | AID 504339; further: on the % scale 0 is the no-effect control and ±100 the full control effect; nearly all actives have a fitted effect of over 50% in size
PGK inhibitor: inhibitors of T. brucei phosphoglycerate kinase. Potency, µM (highest dose often 57.5 µM), inactives show top-dose activity change, negative = inhibition, most hits filed as inhibitors. 0.043% of 380,000 active. AID 602233. PGK/GAPDH coupled, Kinase-Glo luminescence, 60 min. P07378; further: on the % scale 0 is the no-effect control and ±100 the full control effect; nearly all actives have a fitted effect of over 60% in size
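Recombinant glycosomal PGK reaction used 1,3-bisphosphoglycerate generated in-well by GAPDH (100nM final) in 100mM TEA pH 7.6, 5mM MgCl2, 0.01% Tween-20. After 60 minutes at room temperature, ATP was read by Kinase-Glo Plus luminescence end-point.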
GLS inh: inhibitors of human glutaminase (GLS); GLS enzymatic activity, qHTS titration; Potency, µM (titrated, usually from 45.5 µM), for inactives: at the top dose activity change, negative = inhibition, most hits filed as inhibitors; 0.21% of 410,000 active; O94925; AID 624170; further: on the % scale 0 is the no-effect control and ±100 the full control effect
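Assay buffer: 45 mM KH2PO4 pH 8.2, 0.02% Tween-20. hKGA acts on L-glutamine (1 mM solution added); product glutamate is reported by an oxidase/peroxidase Amplex Red coupling, with fluorescence taken at baseline and 30 min.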
rTrxR1 inhibitor: blocks rat thioredoxin reductase 1; O89049; recombinant rTrxR1, NADPH fluorescence consumption, selenite substrate; Potency, µM (titrated, usually from 114 µM), inactives show top-dose activity change, negative = inhibition, hits mostly inhibitors; 1% of 390,000 active; AID 588453; further: on the % scale 0 is the no-effect control and ±100 the full control effect; nearly all actives have a fitted effect of over 65% in size
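Rat TrxR1 (90 nM in the dispensed reagent) was pre-reduced with 400 uM NADPH for 5 min at room temperature, then incubated with compound for 15 min. After 400 uM selenite was added, NADPH fluorescence (Ex 340/Em 450 nm) was followed for 8 min.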
HP1b chromo inh: blocks HP1-beta chromodomain binding to methylated histone tails; 0.56% of 390,000 active; AlphaScreen HP1-beta / biotin-H3K9me3 peptide binding; P83916; Potency, µM (series often up to 114 µM), for inactives: at the top dose activity change, negative = inhibition, usual class: inhibitors; further: nearly all actives have a fitted effect of over 70% in size; inactives centre near 23
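Compound inhibition of the preformed complex between 50 nM HP1-beta and 50 nM biotinylated H3K9me3 peptide was read by AlphaScreen. Buffer was PBS pH 7.4 with 0.01% Tween-20. Incubations ran 30 min at room temperature, with 10 ug/mL donor/acceptor beads.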
Pin1 inh: human Pin1 inhibition. 0.009% of 390,000 active. Potency, µM (doses to about 115 µM), without a hit: top-dose activity, negative = inhibition, most hits filed as inhibitors. Q13526. Pin1 FP peptide displacement, HiFluor488, 10 min. AID 504891; active means well fitted inhibition curve with a large enough effect in the polarisation, with a control signal flat, not every such curve was filed as active; inconclusive means small, poorly fitted or top-dose-only effect, or effect the other way, or a change in a side signal; inactive means no such curve, though single readings can be large or run the other way; the % refers to the polarisation; further: on the % scale 0 is the no-effect control and ±100 the full control effect
Target sequence (Q13526 whole entry, looked up): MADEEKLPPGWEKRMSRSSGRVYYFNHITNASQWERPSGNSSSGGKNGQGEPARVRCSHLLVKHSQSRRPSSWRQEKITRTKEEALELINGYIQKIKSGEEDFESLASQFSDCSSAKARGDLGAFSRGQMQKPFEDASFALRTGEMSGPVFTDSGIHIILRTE
The depositor's hits bear a star; [ ] = another dose, or the depositor's remark. Unless noted, the call rests on the fitted dose curve; in most records, active means well fitted curve in the direction sought with a large enough effect; inconclusive means small, poorly fitted or top-dose-only effect, or another doubt; inactive means no such curve, though single readings can be large; an effect the other way counts as inactive or inconclusive. Potency means the concentration at half of the fitted maximal effect. A portion of the library; rates above refer to the full screens.

Screening O=c1[nH]c(/C=C\c2ccc(O)c(O)c2)nc(O)c1[N+](=O)[O-] returned RGS4 inhibitor -18%, ERG-DNA inh -1%, 12-LOX inh inconclusive, JMJD2A Tudor inconclusive, PGK inhibitor -17%, GLS inh 7.9µM*, rTrxR1 inhibitor inconclusive, HP1b chromo inh -4% and Pin1 inh inconclusive.
CCCS(=O)(=O)N1CCC(n2c(C(F)(F)F)nc3cccnc32)CC1 was read as RGS4 inhibitor 3%, ERG-DNA inh -3%, 12-LOX inh 2%, JMJD2A Tudor -17%, PGK inhibitor 5%, GLS inh 11%, rTrxR1 inhibitor 4%[57.1 µM], HP1b chromo inh 18% and Pin1 inh 1%.
Screening CC(C)(C)OC(=O)N1CC23CC(c4ccc(F)cc4)C(CC2S1(=O)=O)O3 (centres undefined) returned RGS4 inhibitor 8%, JMJD2A Tudor -8%, rTrxR1 inhibitor 7%, HP1b chromo inh 21% and Pin1 inh -5%.
`O=C(/C=C/c1ccc([N+](=O)[O-])cc1)NCCSc1ccccc1` gave RGS4 inhibitor -7%, ERG-DNA inh -2%, 12-LOX inh 19%, JMJD2A Tudor inconclusive, PGK inhibitor 12%, GLS inh -7%, rTrxR1 inhibitor 9%, HP1b chromo inh -3% and Pin1 inh -1%.
For O=C(CCCCCNc1nc(=S)[nH]c2ccccc12)NCCc1c[nH]c2ccccc12 the results were RGS4 inhibitor -34%, ERG-DNA inh -8%, 12-LOX inh inconclusive, JMJD2A Tudor -17%, PGK inhibitor -7%, GLS inh 9%, rTrxR1 inhibitor -19%, HP1b chromo inh 17% and Pin1 inh 13%.
`COc1cccc(N2C(=NC(=O)CCc3ccccc3)SC3CS(=O)(=O)CC32)c1` (centres undefined) gave RGS4 inhibitor 2%, ERG-DNA inh -1%, 12-LOX inh 45%[activator], JMJD2A Tudor -8%, PGK inhibitor 3%, GLS inh 3%, rTrxR1 inhibitor 1%, HP1b chromo inh 26% and Pin1 inh -5%.
`O=S(=O)(Nc1nccs1)c1ccc2c(c1)OCCO2` gave RGS4 inhibitor 6%, ERG-DNA inh -3%, 12-LOX inh 0%, JMJD2A Tudor -3%, PGK inhibitor inactive, GLS inh 2%, rTrxR1 inhibitor 7%, HP1b chromo inh 54% and Pin1 inh -1%.
COc1cccc(NC(=O)COC(=O)CCCc2c[nH]c3ccccc23)c1 was read as RGS4 inhibitor -15%, ERG-DNA inh 2%, 12-LOX inh inconclusive, JMJD2A Tudor inconclusive, PGK inhibitor -10%, GLS inh 17%, rTrxR1 inhibitor -1%, HP1b chromo inh -19% and Pin1 inh 5%.
For O=C(/C(=C(\O)c1ccccc1)c1ncc[nH]1)c1ccccc1 the results were RGS4 inhibitor 13%, ERG-DNA inh -3%, 12-LOX inh 217%[activator], JMJD2A Tudor -8%, PGK inhibitor -6%, GLS inh 14%, rTrxR1 inhibitor -5%[11.4 µM], HP1b chromo inh 40%[activator] and Pin1 inh -6%.
Screening O=C(CSc1nnnn1-c1ccccc1)NCCCN1CCCC1=O returned RGS4 inhibitor 2%, ERG-DNA inh 4%, 12-LOX inh 0%, JMJD2A Tudor -12%, PGK inhibitor 6%, GLS inh -18%, rTrxR1 inhibitor -16%, HP1b chromo inh 3% and Pin1 inh 0%.

Brought forward from above: three compounds, then new ones.
COc1cccc(NC(=O)COC(=O)CCCc2c[nH]c3ccccc23)c1 was read as RGS4 inhibitor -15%, ERG-DNA inh 2%, 12-LOX inh inconclusive, JMJD2A Tudor inconclusive, PGK inhibitor -10%, GLS inh 17%, rTrxR1 inhibitor -1%, HP1b chromo inh -19% and Pin1 inh 5%.
For O=C(/C(=C(\O)c1ccccc1)c1ncc[nH]1)c1ccccc1 the results were RGS4 inhibitor 13%, ERG-DNA inh -3%, 12-LOX inh 217%[activator], JMJD2A Tudor -8%, PGK inhibitor -6%, GLS inh 14%, rTrxR1 inhibitor -5%[11.4 µM], HP1b chromo inh 40%[activator] and Pin1 inh -6%.
Screening O=C(CSc1nnnn1-c1ccccc1)NCCCN1CCCC1=O returned RGS4 inhibitor 2%, ERG-DNA inh 4%, 12-LOX inh 0%, JMJD2A Tudor -12%, PGK inhibitor 6%, GLS inh -18%, rTrxR1 inhibitor -16%, HP1b chromo inh 3% and Pin1 inh 0%.
Cc1ccc(CNC(=O)C2CC(c3ccccc3[N+](=O)[O-])=NO2)o1 (centres undefined) was read as RGS4 inhibitor -1%, ERG-DNA inh 4%, 12-LOX inh 8%, JMJD2A Tudor -17%, PGK inhibitor 0%, GLS inh 15%, rTrxR1 inhibitor 10%, HP1b chromo inh 14% and Pin1 inh 2%.
`Fc1ccc(-c2nnn(Cc3ccc(F)cc3Cl)n2)cc1` gave RGS4 inhibitor 9%, ERG-DNA inh 3%, 12-LOX inh 15%, JMJD2A Tudor 149%[activator], PGK inhibitor inactive, GLS inh -10%, rTrxR1 inhibitor 11%[57.1 µM], HP1b chromo inh 271%[activator] and Pin1 inh 6%.
`CCOc1cc(C2c3c(oc4cc(C)c(Cl)cc4c3=O)C(=O)N2Cc2ccco2)ccc1O` (centres undefined) gave RGS4 inhibitor -20%, ERG-DNA inh -4%, 12-LOX inh -3%, JMJD2A Tudor 1%, PGK inhibitor -7%, GLS inh -5%, rTrxR1 inhibitor 11%, HP1b chromo inh 29% and Pin1 inh -2%.
`Cc1ccc(NC(=O)CCCc2nc3ccccc3c(=O)[nH]2)c(Cl)c1` gave RGS4 inhibitor 5%, ERG-DNA inh -3%, 12-LOX inh 3%, JMJD2A Tudor -13%, PGK inhibitor -6%, GLS inh 2%, rTrxR1 inhibitor 12%, HP1b chromo inh 28% and Pin1 inh -6%.
For CCOC(=O)c1ccc(N2C(=O)c3n[nH]c(C)c3C2c2ccccn2)cc1 (centres undefined) the results were RGS4 inhibitor 16%, ERG-DNA inh -1%, 12-LOX inh -18%, JMJD2A Tudor -5%, PGK inhibitor -1%, GLS inh 7%, rTrxR1 inhibitor -7%, HP1b chromo inh 19% and Pin1 inh -2%.
Cc1cccc(NC(=O)CSc2nnc(Cc3ccccc3)o2)c1 was read as RGS4 inhibitor 6%, ERG-DNA inh 17%, 12-LOX inh -7%, JMJD2A Tudor -12%, PGK inhibitor -2%, GLS inh -12%, rTrxR1 inhibitor 19%[57.1 µM], HP1b chromo inh -3% and Pin1 inh 0%.
`Cc1nc2sc(-c3ccccc3)cc2c(=O)n1-n1cccc1` gave RGS4 inhibitor 25%, ERG-DNA inh 0%, 12-LOX inh -4%, JMJD2A Tudor -7%, PGK inhibitor -7%, GLS inh 0%, rTrxR1 inhibitor -5%, HP1b chromo inh 7% and Pin1 inh 1%.
For Fc1cc(F)cc(NC(=S)NN2CCOCC2)c1 the results were RGS4 inhibitor 50%, ERG-DNA inh -13%, 12-LOX inh -3%, JMJD2A Tudor -12%, PGK inhibitor 0%, GLS inh 14%, rTrxR1 inhibitor -9%, HP1b chromo inh 34% and Pin1 inh 0%.
COc1cc(C(=S)N2CCCCC2)ccc1OCC(=O)N1CCCC1 was read as RGS4 inhibitor 2%[11.4 µM], ERG-DNA inh 6%, 12-LOX inh -42%, JMJD2A Tudor 7%[57.1 µM], PGK inhibitor inactive, GLS inh -10%, rTrxR1 inhibitor 16%[57.1 µM], HP1b chromo inh 2% and Pin1 inh 4%.
For O=C(Nc1ccccc1)C1CCCN1S(=O)(=O)c1ccc(Br)cc1 (centres undefined) the results were RGS4 inhibitor 9%, ERG-DNA inh -8%, 12-LOX inh 84%[activator], JMJD2A Tudor -14%, PGK inhibitor 11%, GLS inh 3%, rTrxR1 inhibitor -3%, HP1b chromo inh 32% and Pin1 inh -3%.
c1ccc(N2CCN(Cc3ccsc3)CC2)nc1 was read as RGS4 inhibitor 5%, ERG-DNA inh -9%, 12-LOX inh 0%, JMJD2A Tudor 3.2µM*, PGK inhibitor 3%, GLS inh 25%, rTrxR1 inhibitor 15%, HP1b chromo inh inconclusive and Pin1 inh -7%.
Cc1ccc(-n2ncc3c2CC(C)(C)CC3NC(=O)CCN2CCCO2)cc1 (centres undefined) was read as RGS4 inhibitor 1%, ERG-DNA inh -4%, 12-LOX inh 13%, JMJD2A Tudor -6%, PGK inhibitor inactive, GLS inh 0%, rTrxR1 inhibitor 17%, HP1b chromo inh 42%[activator] and Pin1 inh -9%.
`Cc1ccc(C)c2nc3sc(C(=O)N4CCCc5ccccc54)c(N)c3cc12` gave RGS4 inhibitor -23%, ERG-DNA inh 0%, 12-LOX inh inconclusive, JMJD2A Tudor -34%, PGK inhibitor 4%, GLS inh 2%, rTrxR1 inhibitor 15%[57.1 µM], HP1b chromo inh 14% and Pin1 inh inconclusive.
For COc1ccc(N2CCN(C(=O)Cc3ccc(OC)c(OC)c3)CC2)cc1 the results were RGS4 inhibitor inconclusive, ERG-DNA inh -9%, 12-LOX inh -23%, JMJD2A Tudor 13µM*, PGK inhibitor -6%, GLS inh inconclusive, rTrxR1 inhibitor 7%[57.1 µM], HP1b chromo inh -19% and Pin1 inh 1%.
`O=C1c2ccccc2-c2onc3ccc(NCc4ccco4)c1c23` gave RGS4 inhibitor inconclusive, ERG-DNA inh inconclusive, JMJD2A Tudor inconclusive, PGK inhibitor -18%, GLS inh -1%, rTrxR1 inhibitor 25µM* and Pin1 inh inconclusive.

Screening data: PubChem, National Center for Advancing Translational Sciences (NCATS)
